MsrA inh – inhibitors of bovine MsrA. purified bovine MsrA, absorbance read-out. inhibition, % at 15.5 µM. 0.75% of 360,000 active; in the data active = inhibition above about 4.5%;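 note: 0% = vehicle wells with enzyme and 100% = reference inhibitor wells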
TbMetRS inhib – Trypanosoma brucei MetRS inhibition; purified T. brucei MetRS, ATP depletion, Kinase-Glo luminescence; inhibition, % at 11.9 µM; 0.4% of 360,000 active; AID 624268;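 active = inhibition above a per-plate cutoff of the control wells' mean inhibition plus 3 SD, cut at about 5.5% in these data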;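 note: 0% = DMSO wells median and 100% = median of wells with control inhibitor compound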
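Test system: purified T. brucei MetRS enzyme. Also added: ATP, methionine and E. coli bulk tRNA substrates. Compound: 11.9 µM single point. Schedule: 15 min enzyme-compound preincubation, 2 h reaction, 10 min detection, 25 °C. Signal: luciferase luminescence of residual ATP, Kinase-Glo. Evaluation: percent inhibition versus plate control medians. Controls: DMSO wells, low control.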
E coli Lon inh – inhibits E. coli Lon protease. 0.42% of 360,000 active. purified E. coli Lon protease, fluorescence polarization. inhibition, % at 7.94 µM. P0A9M0; in the data active = inhibition above about 13%, passing the limit was not always enough;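 note: 0% = enzyme with probe and DMSO and 100% = no enzyme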
FAS TE block – FAS thioesterase (human) inhibition | recombinant FAS-TE, OMFH fluorogenic substrate, fluorescence endpoint | P49327 | 0.67% of 360,000 active | inhibition, % at 15 µM | AID 602261;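 active = compounds whose normalised, plate-corrected inhibition of enzyme fluorescence in the single-dose primary screen is 50% or more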;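 note: 0% = DMSO with enzyme and 100% = substrate without enzyme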
MT1-MMP act inh – MT1-MMP (human) activation inhibition. AID 651647. HT1080 RFP-PRO-GFP cells, GFP/RFP ratio fluorescence, overnight; percent of plate control window, DMSO zero. P50281. 0.061% of 360,000 active. GFP/RFP ratio change, % at 20 µM;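 active = GFP/RFP ratio change of at least 30% with cell ATP level not reduced by more than half and red fluorescence within 50% of control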; note: strong numbers were not always called active
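Test system: HT1080 cells expressing an RFP-PRO-GFP fluorescent reporter construct / Compound dosing: single-point 20 µM compound, 1% DMSO / Schedule: cells overnight before dosing, compound overnight, 37 °C, 5% CO2 / Evaluation: GFP/RFP fluorescence ratio / Control set: DMSO and RFP-L50D-GFP cell wells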
MsrA act – activates bovine MsrA enzyme. purified bovine MsrA, absorbance read-out. AID 602163. activation, % at 10.6 µM. 0.3% of 360,000 active; in the data active = activation above about 7.5%;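 note: 0% = vehicle and 100% = reference activator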
SKN-1 inh – C. elegans SKN-1 inhibition; C. elegans VP596 Pgst-4::GFP/RFP ratio, acrylamide-induced, 24 h; inhibition, % at 21.8 µM; 0.49% of 360,000 active;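 active = interference check ratio from 0.5 to 1.5 plus GFP to RFP signal ratio inhibition reaching or exceeding a fixed threshold, cut at about 30% in these data, passing the limit was not always enough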; note: some compounds called inactive have numbers as strong as hits
NRP1-CendR mod – NRP-1/CendR interaction modulation. FAM-RPARPAR peptide binding to NRP-1, fluorescence polarization. inhibition, % at 25 µM. 0.85% of 360,000 active. AID 602438;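 active = inhibition or corrected inhibition above about 18%, plus a signal ratio from 0.5 to 1.5, limit read from the data, passing the limit was not always enough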; note: strong numbers were not always called active
MLLE-PAM2 inh – inhibitors of microRNA-mediated deadenylation, human PABP1 MLLE binding | GST-MLLE / FITC-PAM2 fluorescence polarization | inhibition, % at 20 µM | 0.36% of 360,000 active | AID 588489; in the data active = inhibition above about 35%, passing the limit was not always enough;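 note: plate controls were DMSO wells with GST-MLLE for no effect and wells lacking GST-MLLE protein for full effect; some results filed as inactive read as strong as hits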
Active calls of the source: *; . = no result given.

canonical_smiles	MsrA inh	TbMetRS inhib	E coli Lon inh	FAS TE block	MT1-MMP act inh	MsrA act	SKN-1 inh	NRP1-CendR mod	MLLE-PAM2 inh
O=C(NCc1ccccc1)C1=C[C@H](c2ccc(C(F)(F)F)cc2)C[C@H](OCc2ccc(CO)cc2)O1	0.7	-0.2	-6	28	-3	-1	11	14	-2
O=C(NC1CC1)C1=C[C@H](c2c[nH]c3ccccc23)C[C@H](OCc2ccc(CO)cc2)O1	0.3	0.0	-25	2	-10	-2	-8	-29	-37
CC(=O)CSc1nnc(-c2ccco2)n1-c1ccccc1	-0.8	0.8	-2	-5	2	-2	1	16	9
Cc1ccc(N(C(=O)c2csnn2)C(C(=O)NC2CCCCC2)c2cccnc2)cc1C (stereo not drawn)	-0.9	-1.0	-5	1	-3	-1	9	3	6
COc1ccc(/C(N)=N/OC(=O)CCC2CCCC2)cc1	0.2	-0.2	-8	10	-1	-5	-16	11	-2
C#CCOC(=O)CCCC(=O)Nc1ccccc1OC	-0.1	-0.6	-5	-8	5	0	13	0	-5
COc1ccc(-c2cc(C(=O)Nc3c(F)cc(F)cc3Br)no2)cc1	0.8	-0.5	-12	7	-1	-4	13	-3	-10
CN(C)C(=O)c1cn(-c2ccccc2)nc1-c1cccs1	1.0	-0.7	-12	-7	4	-2	0	-5	6
O=C(CN1CCN(c2ccccn2)CC1)Nc1ccc([N+](=O)[O-])cc1C(=O)Nc1ccccc1F	-0.9	-0.4	0	32	-5	-9	-8	7	-4
CCCOc1ccc(CNC(=O)c2ccc3c(c2)N(CC)CCS3)cc1	0.6	-0.6	-13	24	-2	-2	-15	6	2
CON(C)C(=O)/C=C/c1ccc([B-](F)(F)F)cc1	1.0	-1.4	3	-11	5	-2	0	0	2
COc1ccc(N=C2SCC(=O)N2CCc2ccc(OC)c(OC)c2)cc1	0.9	-0.2	7	2	-6	-3	1	5	-6
COc1ccc(NC(C)=O)cc1S(=O)(=O)Nc1ccc2c(c1)OCCO2	1.6	-0.4	0	-5	-1	-4	10	-3	6
Cc1ccc(Nc2ccncc2S(N)(=O)=O)cc1	-0.8	-0.3	-8	-6	-1	1	5	11	10
CSc1nc(NCCCO)c2c3c(sc2n1)CN(C)CC3	0.0	-0.5	-2	0	-7	-5	3	-9	-5
Cc1sc2ncnc(SCC(=O)N3CCN(C(=O)c4ccco4)CC3)c2c1C	.	-0.8	-4	-7	1	-8	-1	5	1
COc1ccc(NC(=O)C2CCN(S(=O)(=O)c3ccc(Br)s3)CC2)cc1OC	-0.5	-0.7	-7	2	17	4	5	-2	-9
Cc1oc(C(C)(C)C)cc1C(=O)Nc1ccc(C(=O)O)cc1	-0.1	0.7	-4	-3	9	1	16	11	2
CCN(C(=O)COC(=O)c1ccccc1NCCO)C1CCS(=O)(=O)C1 (stereo not drawn)	-0.5	-0.1	-1	-2	-1	-3	7	-9	11
O=c1[nH]c(=O)n(CCOc2ccc(Cl)cc2)cc1Br	-0.5	-1.6	3	8	1	-2	2	-2	-1
CCCn1c(N)c(N(CCOC)C(=O)c2ccc([N+](=O)[O-])c(C)c2)c(=O)[nH]c1=O	1.2	-1.0	-2	-3	-1	-7	1	0	-22
Cc1cc(=O)[nH]c(SCC(=O)c2ccc3c(c2)NC(=O)CO3)n1	0.8	0.5	3	-6	-1	1	5	-9	12
Cc1ccc(Nc2nc(C(=O)N3CCC(C(=O)N4CCN(C)CC4)CC3)cs2)cc1	-0.5	-1.0	-7	-5	-6	-11	-19	-6	7
COc1cc(CN2CCC(C(=O)NC(c3ccc(-c4ccccc4)cc3)c3cnccn3)CC2)cc(OC)c1 (stereo not drawn)	-0.3	-0.7	-3	3	5	1	10	-17	1

Record cards, as listed above.
Listed for COc1ccc(NC(C)=O)cc1S(=O)(=O)Nc1ccc2c(c1)OCCO2 : MsrA inh = 1.6; TbMetRS inhib = -0.4; E coli Lon inh = 0; FAS TE block = -5; MT1-MMP act inh = -1; MsrA act = -4; SKN-1 inh = 10; NRP1-CendR mod = -3; MLLE-PAM2 inh = 6
Listed for CCN(C(=O)COC(=O)c1ccccc1NCCO)C1CCS(=O)(=O)C1 (stereo not drawn) : MsrA inh = -0.5; TbMetRS inhib = -0.1; E coli Lon inh = -1; FAS TE block = -2; MT1-MMP act inh = -1; MsrA act = -3; SKN-1 inh = 7; NRP1-CendR mod = -9; MLLE-PAM2 inh = 11
Listed for CCCn1c(N)c(N(CCOC)C(=O)c2ccc([N+](=O)[O-])c(C)c2)c(=O)[nH]c1=O : MsrA inh = 1.2; TbMetRS inhib = -1.0; E coli Lon inh = -2; FAS TE block = -3; MT1-MMP act inh = -1; MsrA act = -7; SKN-1 inh = 1; NRP1-CendR mod = 0; MLLE-PAM2 inh = -22

(listing goes on)
canonical_smiles	MsrA inh	TbMetRS inhib	E coli Lon inh	FAS TE block	MT1-MMP act inh	MsrA act	SKN-1 inh	NRP1-CendR mod	MLLE-PAM2 inh
Cc1cc(C)n2cc(CSc3ccccn3)nc2n1	0.6	0.1	-3	-13	1	2	11	-1	-4
Cc1nn(C)c(C(=O)Nc2ccc(S(=O)(=O)NC34CC5CC(CC(C5)C3)C4)cc2)c1Br	.	0.2	1	28	-6	-1	34	2	5
O=C1NNC(c2ccccc2)=N/C1=C\c1ccccc1	-0.3	-0.5	-4	5	4	1	-1	4	-15
COc1ccc(S(=O)(=O)Nc2ccc3c(c2)C(=O)N([C@H](C)CO)C[C@H](C)[C@@H](CN(C)C(=O)NC(C)C)O3)cc1	-0.9	0.2	-5	-12	1	-3	12	7	-10
CCCCCCC1CC(CCc2nc(=S)[nH][nH]2)C(=O)O1 (stereo not drawn)	-0.9	0.6	-1	-9	7	0	6	5	34
Cc1cnc(C(=O)OCC(=O)C23CC4CC(CC(C4)C2)C3)cn1	0.2	-0.1	13	-1	2	-6	9	6	-3
NC(=O)COc1ccc(NS(=O)(=O)Cc2ccccc2)cc1	1.6	-0.3	-9	-5	-3	-4	2	6	-13
COc1ccc(OC)c(C(=O)CN2C(=O)NC(C)(c3ccccc3)C2=O)c1 (stereo not drawn)	0.7	-0.5	2	-4	5	-4	-12	-14	-6
Cn1cnc2c(=O)[nH]cc([N+](=O)[O-])c21	2.0	-0.3	5	-1	5	-4	0	4	18
CC(C)c1ccc(NC(=O)C(c2ccccc2)N(C)C(=O)CCc2c[nH]c3ccccc23)cc1 (stereo not drawn)	0.2	-0.5	-1	10	-3	-7	6	0	-7
Cn1cnnc1SCc1ccccc1Br	-1.2	-0.5	8	-6	5	-1	-5	0	10
COc1ccc(CC(NC(C)=O)C(=O)NC2CCN(C(=O)NCc3ccccc3)CC2)cc1OC (stereo not drawn)	-0.4	-0.3	0	-8	0	1	-5	-10	8
Cc1ccc(S(=O)(=O)N2CCN(C(=O)COC(=O)CCOc3ccccc3)CC2)c(C)c1	-0.5	-0.4	-3	14	-4	-4	0	5	-91
Cc1csc2nc(NC(=O)c3ccccc3)sc(=O)c12	0.9	-0.2	2	3	-2	-1	7	9	0
CCCc1nc2oc3c(NCCOCCO)ncnc3c2c2c1COC(C)(C)C2	-0.5	0.2	8	-5	8	-3	22	10	5
C#CCOCCOCCOCCNc1nc(N2CCN(C(=O)[C@H](CCCN=C(N)N)n3cc(C(N)[C@@H](C)CC)nn3)CC2)nc(N2CCN(C(=O)[C@H](CCCCN)n3cc([C@@H](N)[C@H](C)CC)nn3)CC2)n1 (stereo partly drawn)	-0.5	-0.3	2	-9	-2	-4	3	19	-10
Cc1ccc(Sc2ncccc2C(=O)NCC(c2ccc(F)cc2)N2CCOCC2)cc1C (stereo not drawn)	0.1	0.3	3	5	1	0	-8	2	15
O=S(=O)(NC1CC1)c1cccc(S(=O)(=O)N2CCCC2)c1	1.2	-1.7	-1	-4	-1	-9	-3	4	3
O=C(NCc1ccccc1F)C(=O)NCC1OCCCN1S(=O)(=O)c1cccs1 (stereo not drawn)	0.8	-0.2	-4	-5	-1	-2	-5	-12	1
CCc1nc(N[C@@H](CC(C)C)C(=O)O)c2oc3ccccc3c2n1	0.2	0.2	10	-5	4	4	0	-1	-29
Cc1cc(NC(=O)CSCC(=O)N(C)Cc2cccc(Cl)c2)no1	-0.5	-0.6	-5	-7	6	-4	2	6	-11
CCC/C(O)=C1\C(=O)CC(C)(C)CC1=Nc1ccccc1OC	0.9	-1.4	5	8	3	-4	-14	14	-9
O=C(COc1ccc(/C=C\[N+](=O)[O-])cc1)N1CCOCC1	0.1	-0.3	-4	-5	-2	-3	10	-7	11
Cc1ccccc1S(=O)(=O)Cc1ccc(C(=O)NC(C)c2ccc3c(c2)OCCO3)o1 (stereo not drawn)	0.4	-0.1	-4	4	-2	-3	-7	2	1
Cc1ccc(S(=O)(=O)CCC(=O)Nc2nc(-c3ccccn3)cs2)cc1	-0.9	0.0	5	0	1	-2	-8	-1	25
Cc1ccccc1-c1nc2ccccc2c(=O)n1/N=C/c1ccc([N+](=O)[O-])cc1	1.1	-0.9	-5	30	4	-7	-3	4	-4
COc1ccc(OCCNC(=O)c2ccc3nc(C)c(N(C)C(=O)CCc4ccccc4)n3c2)cc1	0.4	0.3	-2	-3	-4	-1	-6	1	-6
CC(C(=O)NCc1ccc2c(c1)OCO2)N1c2cccc3cccc(c23)S1(=O)=O (stereo not drawn)	2.8	-0.9	-6	16	-4	-8	-8	3	-17
C=CCN1C(=O)c2oc3ccccc3c(=O)c2C1c1ccc(O)c(OC)c1 (stereo not drawn)	0.1	-0.1	-2	-4	3	-2	-9	0	-10
COc1ccc(/C(N)=N/OC(=O)CCc2ccccc2)cc1OC	-0.5	-1.5	1	-3	0	-11	-4	2	14
